Screening results as filed in PubChem.
GPR151 ag = activators of human GPR151, primary screen, cell-based, PathHunter beta-arrestin, luminescence | hit rate 1% among 650,000 | activation, % at 11.2 µM | PathHunter beta-arrestin GPR151 cells | G-protein coupled receptor 151 (Homo sapiens), Q8TDV0; in the data active = activation above about 4.9%;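 also: 0% = median of compound wells and 100% = cells with positive control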
Target sequence (Q8TDV0 whole entry, looked up): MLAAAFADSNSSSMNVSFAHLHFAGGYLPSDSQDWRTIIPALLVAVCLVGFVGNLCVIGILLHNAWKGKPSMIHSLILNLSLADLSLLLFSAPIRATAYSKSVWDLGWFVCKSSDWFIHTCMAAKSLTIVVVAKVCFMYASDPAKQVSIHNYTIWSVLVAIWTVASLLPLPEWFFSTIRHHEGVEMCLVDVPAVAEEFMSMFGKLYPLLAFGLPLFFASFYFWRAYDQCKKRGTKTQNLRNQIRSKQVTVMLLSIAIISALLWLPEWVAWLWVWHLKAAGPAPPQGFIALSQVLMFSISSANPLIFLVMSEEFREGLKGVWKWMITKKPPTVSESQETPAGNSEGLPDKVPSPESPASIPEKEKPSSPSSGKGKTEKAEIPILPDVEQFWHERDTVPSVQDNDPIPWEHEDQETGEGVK
FBW7 act = FBW7 E3 ligase activators, primary screen, biochemical, AlphaScreen, human | F-box/WD repeat-containing protein 7 (Homo sapiens), Q969H0 | AlphaScreen FBW7–phospho-cyclin E peptide binding, activator screen | normalized activity (activation), % at 26.1 µM | hit rate 0.13% among 650,000 | AID 1259310, 2017; in the data active = normalized activity above about 1.9%;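 also: purified mutant Fbw7 with reduced substrate affinity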
MITF primary = MITF inhibitors, primary screen, biochemical, AlphaScreen, human | Microphthalmia-associated transcription factor (Homo sapiens), O75030 | AlphaScreen MITF homodimerization, bead proximity signal | inhibition, % at 2.6 µM | hit rate 0.91% among 650,000 | AID 1259374, 2018; in the data active = inhibition above about 50%;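 also: 0% = vehicle wells with protein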
Target sequence (O75030 whole entry, looked up): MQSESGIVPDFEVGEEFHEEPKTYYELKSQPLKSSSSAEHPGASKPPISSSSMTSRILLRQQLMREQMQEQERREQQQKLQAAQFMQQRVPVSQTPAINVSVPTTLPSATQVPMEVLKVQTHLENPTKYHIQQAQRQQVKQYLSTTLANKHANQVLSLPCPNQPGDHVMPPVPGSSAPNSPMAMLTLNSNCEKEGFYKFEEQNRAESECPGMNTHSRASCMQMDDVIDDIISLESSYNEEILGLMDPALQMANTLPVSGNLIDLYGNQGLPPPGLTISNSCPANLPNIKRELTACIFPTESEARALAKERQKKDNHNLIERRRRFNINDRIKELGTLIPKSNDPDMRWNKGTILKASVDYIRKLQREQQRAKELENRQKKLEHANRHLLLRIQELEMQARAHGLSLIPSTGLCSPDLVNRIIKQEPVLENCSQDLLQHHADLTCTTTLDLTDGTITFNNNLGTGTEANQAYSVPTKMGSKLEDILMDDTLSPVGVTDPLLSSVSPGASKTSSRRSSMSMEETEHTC
TEAD-YAP inh = TEAD-YAP interaction inhibition, primary screen, TEAD-YAP interaction inhibitor project, luminescence, HEK-TIYL cells | TEAD-Gal4/YAP UAS-luciferase luminescence | hit rate 1.4% among 640,000 | inhibition, % at 9.12 µM; in the data active = inhibition above about 32%;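 also: 0% = median of test compound wells and 100% = reference inhibitor wells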
* = called active by the depositor; & = joins results of further samples.

Values run as follows: GPR151 ag	FBW7 act	MITF primary	TEAD-YAP inh
- CCCOc1ccc(/C(O)=C2/C(=O)C(=O)N(CCN3CCOCC3)C2c2ccc(OC)c(OC)c2)cc1C (centres undefined)
→ -0.8	-0.1	17.9	-0.2
- Cc1c(C(=O)NC(C)C(C)(C)C)oc2ccccc12 (centres undefined)
→ -1.5	0.9	16.3	4.9
- Cc1ccccc1C1CC(=O)NC(SCC(=O)Nc2ccc(F)cc2)=C1C#N (centres undefined)
→ -0.1	0.2	10.5	5.2
- CC(C)CC(=O)N1c2ccc(S(C)(=O)=O)cc2NC(=O)C1CC(C)C (centres undefined)
→ -1.2	0.5	4.2	1.5
- Cc1ccc(N2C(=O)CSC2c2ccc([N+](=O)[O-])cc2)c(Br)c1 (centres undefined)
→ -1.0	0.1	14.9	-3.5
- O=C(Nc1cccc(NC(=O)c2cc(I)ccc2Cl)c1)c1ccccc1
→ 0.3	0.0	0.7	-16.2
- CCOc1ccc(C(=O)Nc2ccc(F)c([N+](=O)[O-])c2)cc1Br
→ 1.6	-0.1	5.7	19.6
- NC(=O)CSc1nnc(-c2ccc(Cl)cc2)n1N
→ -1.1	0.0	3.4	6.7
- COc1ccc2nc(/C(C#N)=C\c3ccc(C)o3)[nH]c2c1
→ -0.6	-0.2	-3.7	-64.2
- Cc1c(Br)c(C(F)(F)F)nn1CC(=O)Nn1c(-c2cccc(Cl)c2)nc2ccccc2c1=O
→ -0.7	1.4	8.0	4.4
- CCCOc1ccc(/C=C2/C(=O)NC(=O)N(c3ccc(OCC)cc3)C2=O)cc1OC
→ -0.6	-0.1	6.7	-5.5
- CC(=O)c1ccc(OCCCC(=O)NC2=NCCS2)cc1
→ 0.5	-0.2	-4.8	0.0
- O=C(NCCc1ccccc1)NCC1CC(=O)N(c2ccc(F)cc2)C1 (centres undefined)
→ -0.3	0.1	-4.0	8.8
- CSCCCNC(=O)Cn1nnnc1CN1C[C@@H](C)O[C@@H](C)C1
→ -0.6	0.1	6.1	1.1
- COc1ccc(C(=O)NC2CC2)cc1OC
→ 0.5	0.0	17.6	8.2
- CCOC(=O)c1ccccc1Nc1cc(C)nc2nc(C)nn12
→ -0.8	0.2	0.6	-6.6
- Cc1ccc(S(=O)(=O)n2c(SCc3c(F)cccc3F)nc3ccccc32)cc1
→ 1.2	0.2	20.1	-16.6
- C/C=C(\C)CN1CCC2(CCC(=O)N2Cc2ccccc2F)CC1
→ 0.6	0.1	-0.9	-7.2
- Cc1ccc(-c2cc3nc4c(c(C(F)(F)F)n3n2)CCC4)cc1
→ 1.3	0.1	-2.2	-5.3
- COc1ccc(CN2CCNC(=O)C2CC(=O)NC2CCCCCC2)cc1C (centres undefined)
→ -0.9	-0.1	3.2	-4.1
- CCC(CCNC(=O)c1cc(C)nc2ccccc12)NC(=O)c1cc(C)nc2ccccc12 (centres undefined)
→ 3.4	0.0	1.9	1.4
- Cc1cnc(CNc2nncc(-c3ccc(Cl)cc3)n2)cn1
→ 2.3	0.0	6.3	1.7
- O=C(CNc1cccc2ccccc12)N/N=C/c1ccccc1[N+](=O)[O-]
→ 0.5	0.8	4.7	-1.9
- Cc1ccc(NC(=O)CC2SC(=Nc3ccccc3)NC2=O)c(C)c1 (centres undefined)
→ -0.7	0.0	-5.7	-7.4
- CCOC(=O)N1CCc2c(sc(NCc3ccc(OC)c(Br)c3)c2C(=O)Nc2ccc(OC)cc2OC)C1
→ 0.6	-0.1	-0.2	18.7
- CCOC(=O)c1c(NC(=O)c2cccc(Cl)c2)sc(C(=O)Nc2ccccc2C(F)(F)F)c1C
→ -1.3	0.1	14.0	1.4
- NC(=O)CCCCCN1C(=O)/C(=C/c2ccccc2)SC1=S
→ 1.9	0.0	-2.0	-2.5
- CCOC(=O)c1ccc(CN(Cc2ccc(C)cc2)S(=O)(=O)c2ccc(C)cc2)cc1
→ -1.9	0.1	10.2	0.1
- CC1CCCCC1NC(=O)c1cc(-c2ccccn2)nc2ccccc12 (centres undefined)
→ -1.6	0.0	15.1	5.5
- CCCSC1=C(C#N)C2(CCCCC2)C(C#N)=C(N)N1
→ 1.4	1.0	18.4	7.0
- O=C(c1ccoc1)N1CCc2ccc(NC(=O)C3(c4ccccc4)CC3)cc2C1
→ 0.7	-0.1	-5.4	-10.2
- CCOc1cccc(C(=O)NC(=S)Nc2ccc(N3CCCCC3)cc2)c1
→ 1.9	0.1	-12.7	-25.0
- CCCCc1ccc(-c2nc(C=Nc3cc(Cl)ccc3C)c(O)o2)cc1
→ 1.0	0.0	11.7	6.2
- Cc1cccc(N(C)C(=O)Cn2c(=O)oc3cc(S(=O)(=O)N4CCOCC4)ccc32)c1
→ 1.8	0.0	-0.2	-1.3
- COc1ccccc1C(=O)Nc1ccc2nc(SCC(=O)Nc3ccccc3)sc2c1
→ -0.5	0.2	-1.6	-18.1
- CC(=O)ON1C(c2ccc(F)cc2)N=C(c2ccccc2)C1(C)C (centres undefined)
→ -0.7	-0.2	-5.6	4.0
- O=c1[nH]c(=S)[nH]cc1S(=O)(=O)c1ccc(F)cc1
→ 1.6	-0.1	-6.6	1.4
- C=CCOC(=O)C1=C(C)NC2=C(C(=O)CC(C)(C)C2)C1c1cccc(Cl)c1 (centres undefined)
→ 1.5	0.3	-2.2	13.9
- COc1ncc(Cl)c(OC)c1S(N)(=O)=O
→ 1.1	0.9	10.1	4.7
- CC(C)(C)C1CCc2c(sc(NC(=O)c3nn4c(C(F)(F)F)cc(-c5cccs5)nc4c3Cl)c2C#N)C1 (centres undefined)
→ 1.3	0.1	7.8	-8.2
- CC1CCc2sc(NC(=O)c3ccccc3[N+](=O)[O-])c(C(N)=O)c2C1 (centres undefined)
→ 0.9	-0.2	4.9	-29.0
- COc1ccc(-c2nc3cc(NS(=O)(=O)c4ccccc4)ccc3o2)cc1Br
→ -0.7	0.0	2.1	-3.4
- O=C(CSc1nc(-c2ccccc2)c(-c2ccccc2)o1)Nc1cc(C(F)(F)F)cc(C(F)(F)F)c1
→ -1.3	0.7	10.7	6.5
- CCC(C(=O)NCCc1ccccc1)n1c2ccccc2c2nc(=O)cc(C)n21 (centres undefined)
→ 0.4	0.0	18.0	7.7
- CCN(CC)CCCNCC(=O)Nc1nc(C)cs1
→ -5.3	0.1	14.8	94.8*
- Cc1cc(NC(=O)CN2CCN(c3ncccn3)CC2)no1
→ -0.5	0.2	-4.6	-5.9
- COc1ccccc1NC(=O)CN(Cc1ccc(Cl)cc1)S(C)(=O)=O
→ -1.0	-0.1	3.1	10.1
- CCOC(=O)Cn1c(=O)c2c(nc3n(-c4cc(Cl)ccc4C)c(C)cn23)n(C)c1=O
→ -2.3	0.6	-8.6	4.0
- O=C(CSc1ccc(-c2ccco2)nn1)NC1CCCCC1
→ -0.4	-0.5	4.7	1.3
- COc1cc(/C=c2/sc3nc4cc(C)c(C)cc4n3c2=O)ccc1OCc1ccccc1
→ -0.9	0.0	-3.2	-4.8
- Cc1ccc(S(=O)(=O)Nc2ccc(C(=O)NCCC(C)C)cc2)cc1
→ -2.5	0.1	-10.4	5.1
- CCn1c(CNC(=O)c2ccc(C)cc2)nnc1SCC(=O)Nc1ncc(C)s1
→ 1.6	0.0	13.3	9.8
- N#C/C(=C\c1cccnc1)C(=O)Nc1ccc(F)cc1
→ -0.1	0.1	1.9	-0.9
- O=C(O)c1cc(N=Cc2c(O)n(Cc3ccco3)c(=O)[nH]c2=O)ccc1Cl
→ -0.4	-0.2	76.2*	5.1
- CCOc1cc(C=O)cc(Br)c1OS(=O)(=O)c1ccccc1
→ -0.3	0.2	10.8	2.3
- O=C(Cc1ccc(S(=O)(=O)N2CCOCC2)s1)OCc1nc2ccccc2s1
→ -0.4	0.0	15.7	-1.8
- COc1ccc(OC)c(NC(=O)CN2C(=O)c3ccc([N+](=O)[O-])cc3C2=O)c1
→ 1.4	0.0	10.2	4.5
- CCCCNC(=O)COc1ccc(-c2ccccc2)cc1
→ -0.2	0.2	-20.4	-24.8
- COc1ccc(C(=O)N2CCC(n3c(C)nc4cc(F)ccc43)CC2)cc1OC
→ 0.2	0.4	-1.6	-4.5
- O=C(CN1CCSCC1)N/N=C/c1ccccc1Br
→ 0.3	0.0	26.5	-13.3

Retrieved one by one from the entries so far, 4 records:
Values run as follows: GPR151 ag	FBW7 act	MITF primary	TEAD-YAP inh
- Cc1ccc(S(=O)(=O)Nc2ccc(C(=O)NCCC(C)C)cc2)cc1
→ -2.5	0.1	-10.4	5.1
- CCN(CC)CCCNCC(=O)Nc1nc(C)cs1
→ -5.3	0.1	14.8	94.8*
- O=C(Cc1ccc(S(=O)(=O)N2CCOCC2)s1)OCc1nc2ccccc2s1
→ -0.4	0.0	15.7	-1.8
- COc1ccc(-c2nc3cc(NS(=O)(=O)c4ccccc4)ccc3o2)cc1Br
→ -0.7	0.0	2.1	-3.4

Additional results
SMILES	GPR151 ag	FBW7 act	MITF primary	TEAD-YAP inh
C#CCN(C(=O)CC1(c2ccc(OC)cc2)CC(=O)N(C)C1=O)C1CCCCC1 (centres undefined)	-0.5	-0.1	-2.4	-49.6
O=C(Nc1cccc(Cl)c1N1CCOCC1)c1ccc(N2CCOCC2)c([N+](=O)[O-])c1	-1.1	0.3	-4.4	1.6
Cc1ccc(S(=O)(=O)N(CC(O)Cn2c3ccccc3c3ccccc32)c2ccccc2I)cc1 (centres undefined)	1.0	0.1	3.1	-4.9
O=C(Nc1ccc(F)cc1F)c1cccnc1	-4.1	0.1	17.9	-4.2
COC(=O)c1ccc(C2Oc3nc(SC)nnc3-c3ccccc3N2C(C)=O)cc1 (centres undefined)	0.0	0.0	9.6	3.5
Cc1ccccc1NC(=O)Cn1c(=S)[nH]c2c1c(=O)n(C)c(=O)n2C	-0.8	0.0	12.1	-2.0
CCCCNC(=O)CSc1nc2ccccc2c(=O)n1CCNC(C)=O	-0.2	0.0	4.7	3.6
CCCOc1cc(C)cc2oc(=O)cc(-c3ccccc3)c12	-1.0	0.4	-43.7	-3.4
CC1=C(C(=O)Nc2ccccc2)C(c2ccccc2Cl)c2c(sc(C(=O)c3ccc(Cl)cc3)c2N)N1 (centres undefined)	0.7	0.2	-2.0	18.1
Cc1cc(NCc2ccccc2)nc(-c2ccc(C(=O)N3CCN(C)CC3)cc2)n1	2.2	0.1	-4.9	-3.6
COc1ccccc1-c1cc2nc(C)c(CCC(=O)O)c(C)n2n1	-2.3	0.1	14.4	48.5*
Nc1nc2c(ncn2CCC(CO)CO)c(=O)[nH]1	-0.4&-0.2&0.7&-0.2	0.1&0.0&0.2&0.1	2.9&-16.9&-8.9&3.1	-2.4&0.5&5.2
c1ccc(-c2ncc3c(ccc4ccccc43)n2)cc1	0.3	-0.2	-18.6	8.0
COc1ccc(CCNC(=O)CCCn2c(SCC#N)nc3ccccc3c2=O)cc1OC	-1.9	1.6	17.2	9.3
O=C(COC(=O)C1CCC1)c1ccc(Br)cc1	0.1	0.0	1.3	4.0
CCN(CC)S(=O)(=O)c1ccc(C(=O)OCC(=O)c2ccc(F)cc2)cc1	0.3	0.1	4.7	9.6
C=CCNC(=O)c1ccccc1NC(=O)C(C)N(c1ccc(C)cc1)S(C)(=O)=O (centres undefined)	0.2	-0.1	3.2	4.7
COC(=O)c1c(C)oc2ccc(NS(=O)(=O)c3cccc([N+](=O)[O-])c3)cc12	1.5	0.0	3.5	-10.0
COc1cccc(CN2CCCCC2)c1OC	0.5	0.3	10.3	1.7
COc1ccc(N2CCN(CC(=O)N3CC4(C)CC3CC(C)(C)C4)CC2)cc1 (centres undefined)	-2.6	-0.2	-2.4	-2.4
O=C(NCC12CC3CC(CC(C3)C1)C2)c1ccc2ccccc2n1	0.8	0.0	5.5	7.0
CC(=O)N(c1ccc(C)c(Cl)c1)C1C=CS(=O)(=O)C1 (centres undefined)	2.7	-0.1	-1.1	2.7
O=C(CSc1nnc(CNC(=O)c2cccc(F)c2)n1-c1cccc(Cl)c1)c1ccccc1	1.2	0.1	-19.6	6.0
C/C(=N/N1CCN(c2ccccn2)CC1)c1ccc([N+](=O)[O-])cc1	0.3	0.0	18.4	-25.4
